# Source: PubChem
# KDM4E inh – JMJD2E (human) inhibition; AID 2147; 1.6% of 230,000 active; B2RXH2; Potency, µM (series often up to 57.1 µM), for inactives: top-dose activity change, negative = inhibition, usual class: inhibitors; JMJD2E catalytic domain, FDH-coupled NADH fluorescence (FDH is formaldehyde dehydrogenase); active = well fitted inhibition curve with a large enough effect, not every such curve was filed as active; inconclusive = small, poorly fitted or top-dose-only effect, or another doubt; inactive = no such curve, though single readings can be large or run the other way;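 note: 0% = wells with enzyme and -100% = buffer wells without enzyme; nearly all actives have a fitted effect of over 50% in size; many of its hits are not listed in these tables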
# Target sequence (B2RXH2 1-337 limits assumed): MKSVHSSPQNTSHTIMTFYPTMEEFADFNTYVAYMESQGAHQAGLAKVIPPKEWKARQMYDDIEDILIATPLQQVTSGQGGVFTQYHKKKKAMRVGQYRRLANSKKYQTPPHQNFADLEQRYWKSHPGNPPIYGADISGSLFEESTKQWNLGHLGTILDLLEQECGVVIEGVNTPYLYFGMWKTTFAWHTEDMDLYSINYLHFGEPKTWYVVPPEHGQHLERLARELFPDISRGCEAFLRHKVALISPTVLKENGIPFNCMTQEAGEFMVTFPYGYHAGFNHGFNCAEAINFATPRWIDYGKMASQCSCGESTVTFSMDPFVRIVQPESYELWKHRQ
# Epigenetic derep – derepresses silenced GFP reporter in murine cells; murine LDR cells, GFP reporter derepression, 30 h; Potency, µM (doses to about 53.9 µM), without a hit: at the highest dose GFP activation, usual class: activators; 0.2% of 280,000 active; AID 1865; note: % of control where 0% means no effect; nearly all actives have a fitted effect of over 60% in size
#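 Derepression of a silenced CMV-GFP reporter in murine LDR cells is scored by enumerating GFP-positive cells with a laser-scanning microplate cytometer after 30 hours of treatment at 37 C.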
# IMPase Li cell – IMPase inhibition in cells with lithium potentiation; Potency, µM (titrated, usually from 59.4 µM), without a hit: top-dose activity, negative = IMPase inhibition, usual class: inhibitors; 0.35% of 210,000 active; CHO-M1 cells, IP1 TR-FRET (IP-One), carbachol + lithium;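 note: IP1 builds up when IMPase is blocked and the TR-FRET signal falls; plate controls were basal vehicle for no effect and high inhibitor control for full effect; nearly all actives have a fitted effect of over 50% in size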
#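 Readout is a homogeneous TR-FRET IP1 immunoassay (Ex 320, Em 665 and 620), where raised cytosolic IP1 lowers signal. Cells were CHO-M1 treated 30 min at 37C with test compounds plus a little lithium; AC50 values came from Hill-equation fitting.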
# RECQ1 inh – RECQ1 (human) helicase inhibition | AID 2549 | Potency, µM (series often up to 57.3 µM), inactives show at the highest dose activity, negative = inhibition, actives largely listed as inhibitors | P46063 | RECQ1 DNA unwinding, red fluorescence kinetic read | 0.54% of 240,000 active;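 note: plate controls were vehicle for no effect and no enzyme for full effect; nearly all actives have a fitted effect of over 30% in size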
#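 50 nM RECQ1T1 preincubated 15 min with compound in Tris pH 8.0 buffer with MgCl2, DTT, Tween-20 and 2.5 ug/ml poly(dI-dC); started with 200 nM TAMRA/BHQ-2 forked duplex and 2 mM ATP. Unwinding read as fluorescence (525/598 nm), two reads 2 h apart.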
# Luc counter – counter-screen: inhibitors of Kinase-Glo firefly luciferase; 0.28% of 200,000 active; AID 1379; Kinase-Glo luciferase, ATP luminescence, 8 min; Potency, µM (top dose mostly 38.3 µM), for inactives: at the highest dose activity change, negative = inhibition, actives largely listed as inhibitors; note: % is set by controls: 0 for no effect and ±100 for the full control effect; nearly all actives have a fitted effect of over 60% in size
#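 Compounds were added to a substrate mix at pH 7.2 (50 mM imidazole, 10 uM ATP, within the enzyme's linear range), followed by Kinase-Glo detection reagent; luminescence was measured after 8 minutes at ambient temperature.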
# NPSR antag – blocks cAMP signaling of the human neuropeptide S receptor | Q6W5P4 | CHO-NPSR cells, cAMP TR-FRET, antagonist mode | Potency, µM (titrated, usually from 38.3 µM), for the others: at the top dose activity change, negative = inhibition, usual class: inhibitors | 1% of 220,000 active; note: % is set by controls: 0 for no effect and ±100 for the full control effect; nearly all actives have a fitted effect of over 50% in size; many of its hits are not listed in these tables
# Target sequence (Q6W5P4 whole entry, looked up): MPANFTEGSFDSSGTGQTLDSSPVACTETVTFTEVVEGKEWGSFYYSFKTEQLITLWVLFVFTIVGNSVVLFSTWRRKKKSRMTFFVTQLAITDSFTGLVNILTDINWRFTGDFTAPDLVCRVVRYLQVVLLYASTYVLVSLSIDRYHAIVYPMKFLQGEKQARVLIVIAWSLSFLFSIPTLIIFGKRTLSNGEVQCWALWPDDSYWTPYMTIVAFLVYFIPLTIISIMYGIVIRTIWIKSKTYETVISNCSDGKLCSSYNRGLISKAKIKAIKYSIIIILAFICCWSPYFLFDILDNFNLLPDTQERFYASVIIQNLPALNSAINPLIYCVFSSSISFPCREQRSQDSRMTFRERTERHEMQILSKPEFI
# GoLoco inh red – blocks human Gai1 binding to RGS12 GoLoco peptide, red readout; Potency, µM (titrated, usually from 61.6 µM), inactives show at the highest dose activity, negative = inhibition, usual class: inhibitors; P63096; 0.44% of 230,000 active; Gai1:RGS12 GoLoco peptide FP, rhodamine, 10 min; active = well fitted inhibition curve with a large enough effect, not every such curve was filed as active; inactive = no such curve, though single readings can be large or run the other way; note: % is set by controls: 0 for no effect and ±100 for the full control effect; nearly all actives have a fitted effect of over 30% in size; many of its hits are not listed in these tables
# Target sequence (P63096 whole entry, looked up): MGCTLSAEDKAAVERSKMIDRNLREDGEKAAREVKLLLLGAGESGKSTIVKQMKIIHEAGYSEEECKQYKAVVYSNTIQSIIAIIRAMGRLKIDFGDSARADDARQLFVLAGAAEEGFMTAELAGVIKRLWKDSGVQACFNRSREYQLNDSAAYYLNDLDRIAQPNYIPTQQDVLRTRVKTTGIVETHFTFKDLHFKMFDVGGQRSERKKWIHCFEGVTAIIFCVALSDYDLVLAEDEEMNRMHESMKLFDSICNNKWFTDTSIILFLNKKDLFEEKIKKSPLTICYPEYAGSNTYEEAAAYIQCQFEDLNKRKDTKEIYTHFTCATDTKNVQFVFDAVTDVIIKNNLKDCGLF
# SMN2 splice up – increases expression of the SMN2 splice variant; AID 1458; HEK293 SMN2-luciferase splicing reporter, luminescence, 30-36 h; 2.8% of 210,000 active; Potency, µM (doses to about 46.1 µM), inactives show top-dose activity change, positive = activation, actives largely listed as activators; note: % of control where 0% means no effect; nearly all actives have a fitted effect of over 55% in size
#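 qHTS luciferase splicing reporter: luminescence rises when SMN2 exon 7 is included in transfected HEK293 cells. Compound exposure lasted 30-36 h at 37C, with 4.5 mM final sodium butyrate as control, followed by a ONE-Glo read.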
# * = called active by the depositor; i = inactive; ? = inconclusive; nt = not tested or not shown; [ ] = dose if it differs, or a comment. Unless noted, calls come from the whole dose curve; as a rule, active = well fitted curve in the direction sought with a large enough effect; inconclusive = small, poorly fitted or top-dose-only effect, or another doubt; inactive = no such curve, though single readings can be large; an effect the other way counts as inactive or inconclusive. Potency is the fitted concentration of half-maximal effect. Not all compounds are listed; count on the stated rates, not on these rows.
# Keys – A = KDM4E inh; B = Epigenetic derep; C = IMPase Li cell; D = RECQ1 inh; E = Luc counter; F = NPSR antag; G = GoLoco inh red; H = SMN2 splice up
Molecule: COc1ccc(NC(=O)N2CCc3nc(-c4ccccc4)c4c(c3C2)CO[C@@H](C)C4)cc1
  A: 8%[11.4 µM]	B: nt	C: -2%	D: ?	E: -5%[7.66 µM]	F: nt	G: 2%[14.2 µM]	H: 8%[9.22 µM]

Molecule: Cc1ccc(NC(=O)c2nc[nH]c2C(=O)N[C@@H](CCCCNC(=O)OC(C)(C)C)C(=O)OC(C)(C)C)cc1
  A: ?	B: 3.8%	C: nt	D: -10%	E: nt	F: ?	G: -3%	H: nt

Molecule: Cc1cc(C)n(-c2ccc(C(F)(F)F)cc2[N+](=O)[O-])n1
  A: 4%	B: -0.3%	C: -8%	D: -6%	E: 0%	F: 2%	G: 8%	H: -10%

Molecule: COc1ccc(S(=O)(=O)N2CCOCC2)cc1NC(=O)COc1ncnc2ccccc12
  A: 4%	B: -3.0%	C: -3%	D: ?	E: -1%	F: 21%	G: -10%	H: 2%

Molecule: CCN(C1CCCCC1)S(=O)(=O)c1ccc(S(=O)(=O)N2CCN(CCC#N)CC2)cc1
  A: -1%	B: -0.8%	C: 40%[activator][38.3 µM]	D: -1%	E: 3%	F: -12%[46.1 µM]	G: -4%	H: -41%[inhibitor]

Molecule: O=S(=O)(c1cccc(-c2n[nH]c(=S)n2C2CCCC2)c1)N1CCOCC1
  A: -11%	B: 2.1%	C: 0%	D: -11%	E: 2%	F: -2%	G: 13%	H: -29%

Molecule: CC(=O)NC(=S)Nc1ccc2oc(-c3cc(F)c(F)cc3Cl)nc2c1
  A: ?	B: 6.5%	C: -23%	D: i	E: 0%	F: -43%	G: 14%	H: 5µM*

Molecule: O=C(C1=C[C@@H](c2csc3ccccc23)C[C@@H](OCCCCO)O1)N1CCN(Cc2ccc3c(c2)OCO3)CC1
  A: 3%	B: -0.7%	C: 6%	D: ?	E: nt	F: ?	G: 2%	H: nt

Molecule: COc1ccc(C)cc1NC(=O)NCc1ccco1
  A: 0%	B: -0.3%	C: -6%	D: i	E: 3%	F: 5%	G: 5%	H: 13%

Molecule: Cc1cccc2sc(NC(=O)CSc3nc4ccccc4o3)nc12
  A: -25%	B: -0.5%	C: 32%[38.3 µM]	D: 40%[activator]	E: -6%	F: -10%[46.1 µM]	G: 10%	H: -4%

Molecule: Cc1[nH]c2ccccc2c1N=Nc1cc(C(=O)O)cc(C(=O)O)c1
  A: 7%	B: -0.7%[10.1 µM]	C: 21%	D: 19%	E: 2%	F: -9%	G: 20%	H: 8%

Molecule: COc1ccccc1CN1CCNC(=O)C1CC(=O)NCc1cn(C)nc1C (stereo unspecified)
  A: -3%	B: 2.3%	C: -5%	D: -11%	E: 1%	F: -5%	G: 10%	H: nt

Molecule: CCCSc1nnc(NC(=O)Nc2ccccc2OC)s1
  A: 3%	B: 0.1%	C: nt	D: -1%	E: nt	F: -19%	G: -4%	H: nt

Molecule: O=C(c1csc2c1CCCC2)N1CCN(c2ccc(F)cc2)CC1
  A: -6%	B: -1.0%	C: -2%	D: -11%	E: 1%	F: -21%[46.1 µM]	G: 7%	H: -31%[inhibitor]

Molecule: COCCNC(=O)c1cc(C)ccc1C
  A: 11%	B: 1.1%	C: 3%	D: i	E: 5%	F: 7%	G: 10%	H: -4%

Molecule: COC(=O)c1cccc(OCC(O)Cn2ccnc2)c1 (stereo unspecified)
  A: ?	B: -1.0%	C: -16%[38.3 µM]	D: -5%	E: 2%	F: 12%[7.67 µM]	G: 4%	H: -6%

Molecule: O=C(NNC(=O)c1ccccc1[N+](=O)[O-])c1cccs1
  A: -2%	B: 0.9%	C: -6%	D: 4%	E: nt	F: 13%	G: -2%	H: nt

Molecule: CN(C)CCCN1C(=O)c2cccc3c([N+](=O)[O-])ccc(c23)C1=O
  A: -2%	B: -2.6%	C: 46%[activator]	D: i	E: -4%	F: ?	G: -38%	H: -36%[inhibitor]

Molecule: CCC(C)NC(=O)[C@H](CSCc1ccccc1)N1Cc2ccccc2C1=O (stereo partly specified)
  A: 4%	B: 1.4%	C: 8%	D: -1%	E: 1%	F: -8%	G: -1%	H: -12%

Molecule: COCCNC(=S)c1ccc(OC)cc1
  A: 2%	B: -9.5%	C: 18%[38.3 µM]	D: -9%	E: -3%	F: -10%[46.1 µM]	G: 4%	H: 11%

Molecule: COc1cc(/C=C(\C#N)C(=O)Nc2ccc(SC(F)F)cc2)cc(OC)c1OC
  A: 1%	B: 0.0%	C: 35%[38.3 µM]	D: -6%	E: -3%	F: 5%[46.1 µM]	G: 4%	H: 4%

Molecule: Clc1ccc(-n2ncc3c(NCCN4CCOCC4)ncnc32)cc1
  A: ?	B: -2.0%	C: 28%[38.3 µM]	D: 1%	E: -4%	F: -7%[46.1 µM]	G: 10%	H: -47%[inhibitor]

Molecule: CC(C)(C)C(=O)NC(=C(Cl)Cl)P(=O)(O)O
  A: 6%	B: -1.4%	C: 2%[38.3 µM]	D: -10%	E: -6%	F: -1%[46.1 µM]	G: 7%	H: -6%

Molecule: Cc1ccc(-c2nnc(-c3ccc(NC(=O)c4ccco4)cc3)o2)cc1
  A: 0%	B: 0.0%	C: -2%[38.3 µM]	D: -4%	E: -2%	F: -21%[46.1 µM]	G: 14%	H: -3%

Molecule: COc1cc2c(cc1OC)[C@@H]1Cc3cc4c(cc3[C@H](C2)N1C)OCO4
  A: 10%	B: 1.2%	C: -2%	D: i	E: 1%	F: 11%	G: 5%	H: -5%

Molecule: N#CCCn1c(=O)cnc2cnc(N3CCNCC3)nc21
  A: nt	B: nt	C: -1%	D: -8%	E: 0%	F: nt	G: 0%	H: -3%

Molecule: Clc1ccc(-c2nnc(COc3ncnc4sccc34)o2)cc1
  A: 6%	B: 4.4%	C: 1%	D: -6%	E: -2%	F: 18%	G: 21%	H: -3%

Molecule: CC1OC(OCC2OC(Oc3c(-c4ccc(O)c(O)c4)oc4cc(O)cc(O)c4c3=O)C(O)C(O)C2O)C(O)C(O)C1O (stereo unspecified)
  A: 11µM*	B: -0.8%	C: 27%	D: i	E: 3%	F: nt	G: 6%	H: nt

Molecule: CC(NC(=O)CN(C1CCCCC1)S(C)(=O)=O)c1ccccc1 (stereo unspecified)
  A: -5%	B: -2.0%	C: -2%	D: -2%	E: 2%	F: -3%[46.1 µM]	G: 8%	H: -11%

Molecule: O=C(/C=C/c1cn(CC(O)CN2CCCCCC2)c2ccccc12)c1cccs1 (stereo unspecified)
  A: -24%	B: ?	C: 16%	D: -2%	E: -4%	F: -4%	G: 5%	H: -8%[1.84 µM]

Molecule: Cc1ccc(NC(=O)CN(Cc2ccccc2)S(C)(=O)=O)cc1C
  A: 0%	B: -1.2%	C: 8%[38.3 µM]	D: -18%	E: -4%	F: -5%[46.1 µM]	G: 7%	H: -13%

Molecule: CCC(C)OC(=O)C1=C(C)NC(=O)NC1c1ccc(F)cc1 (stereo unspecified)
  A: 3%	B: 1.7%	C: 4%[38.3 µM]	D: -8%	E: -3%	F: 12%[46.1 µM]	G: -10%	H: -18%

Molecule: COC(=O)N1CC(=O)N(OC)C1c1ccc(Cl)cc1Cl (stereo unspecified)
  A: 1%	B: -1.1%	C: -5%[38.3 µM]	D: -6%	E: -1%	F: 7%[46.1 µM]	G: 4%	H: -20%

Molecule: Cc1ccc(CSCC(=O)NCc2ccc3c(c2)OCO3)cc1
  A: 2%	B: -1.4%	C: nt	D: -13%	E: nt	F: -7%[7.67 µM]	G: 8%	H: nt

Molecule: CC1CCc2c(sc3nc(CSc4n[nH]c(N)n4)[nH]c(=O)c23)C1 (stereo unspecified)
  A: -3%	B: 0.0%	C: 1%	D: -4%	E: 0%	F: -4%	G: 12%	H: 0%

Molecule: O=C(Nc1nnc(-c2ccccc2)o1)c1ccc(Cl)cc1
  A: ?	B: -0.7%	C: -5%[38.3 µM]	D: -5%	E: -4%	F: -29%[46.1 µM]	G: 6%	H: -51%[inhibitor]

Molecule: CCCn1c2ccc(F)cc2c2nnc(NN)nc21
  A: -9%	B: -4.1%	C: 10%	D: -3%	E: -2%	F: -4%	G: 30%	H: 14%

Molecule: CCOCCCNC(=S)NCCCNc1nc2c(C)cc(C)cc2cc1C#N
  A: ?	B: 2.3%	C: 0%	D: 13%	E: 2%	F: 46%	G: 2%	H: nt

Molecule: CCCCn1c(SCC(=O)Nc2nc(C)cs2)nnc1-c1cccnc1
  A: 6%	B: -0.1%	C: 13%[38.3 µM]	D: 0%	E: 4%	F: -4%[46.1 µM]	G: 8%	H: 26%

Molecule: CC1=NN(C(=S)Nc2ccccc2)C(c2ccccc2)C1 (stereo unspecified)
  A: -21%	B: 0.0%	C: -3%	D: -3%	E: -4%	F: -6%	G: 0%	H: 3%

Molecule: CC(Sc1nnc(-c2cc3ccccc3o2)n1-c1ccccc1)C(=O)O (stereo unspecified)
  A: -3%	B: 0.4%	C: -9%[38.3 µM]	D: -1%	E: 3%	F: -22%[46.1 µM]	G: 3%	H: -15%

Molecule: Cc1ccc(C(=O)C(OC(=O)COc2ccccc2C)c2ccccc2)cc1 (stereo unspecified)
  A: -6%	B: 0.0%	C: 6%[38.3 µM]	D: -23%	E: -3%	F: ?	G: -4%	H: 1%

Molecule: COc1ccc(C2CC(c3cccs3)=NN2C(=O)CSc2nncs2)cc1OC (stereo unspecified)
  A: -28%	B: 0.9%	C: 7%	D: i	E: 0%	F: -9%	G: -5%	H: -2%

Molecule: Cc1ccc2cc(CCNC(=O)C(=O)c3c(C)[nH]c4ccccc34)c(=O)[nH]c2c1
  A: -7%	B: -2.5%	C: 3%	D: i	E: 0%	F: -12%	G: 3%	H: 0%

# A second format for 3 compounds above.
# The line under a structure holds: KDM4E inh, Epigenetic derep, IMPase Li cell, RECQ1 inh, Luc counter, NPSR antag, GoLoco inh red, SMN2 splice up
> COc1ccc(C2CC(c3cccs3)=NN2C(=O)CSc2nncs2)cc1OC (stereo unspecified)
→ -28%, 0.9%, 7%, i, 0%, -9%, -5%, -2%
> CN(C)CCCN1C(=O)c2cccc3c([N+](=O)[O-])ccc(c23)C1=O
→ -2%, -2.6%, 46%[activator], i, -4%, ?, -38%, -36%[inhibitor]
> CCN(C1CCCCC1)S(=O)(=O)c1ccc(S(=O)(=O)N2CCN(CCC#N)CC2)cc1
→ -1%, -0.8%, 40%[activator][38.3 µM], -1%, 3%, -12%[46.1 µM], -4%, -41%[inhibitor]
